Source: PubChem BioAssay
UHRF1 binding = human UHRF1 methylated DNA binding inhibitors; UHRF1 binding to methylated oligo, TR-FRET; inhibition, % at 4.4 µM; Q96T88; actives 0.75% (n = 370,000); AID 687016; in the data active = inhibition above about 21%;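 note: UHRF1 SRA domain binding a hemimethylated CpG hairpin DNA probe; 0% = median of test compound wells and 100% = reference inhibitor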
ADAM17 inh = inhibits human ADAM17; recombinant ADAM17, EDANS/DABCYL FRET peptide cleavage; P78536; actives 0.83% (n = 370,000); inhibition, % at 6.95 µM;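 active = inhibition above the mean of compounds lying between control limits plus 3 SD, set per campaign, cut at about 8.5% in these data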;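 note: 0% = DMSO-only wells as the low control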
Target sequence (P78536 215-824 limits assumed): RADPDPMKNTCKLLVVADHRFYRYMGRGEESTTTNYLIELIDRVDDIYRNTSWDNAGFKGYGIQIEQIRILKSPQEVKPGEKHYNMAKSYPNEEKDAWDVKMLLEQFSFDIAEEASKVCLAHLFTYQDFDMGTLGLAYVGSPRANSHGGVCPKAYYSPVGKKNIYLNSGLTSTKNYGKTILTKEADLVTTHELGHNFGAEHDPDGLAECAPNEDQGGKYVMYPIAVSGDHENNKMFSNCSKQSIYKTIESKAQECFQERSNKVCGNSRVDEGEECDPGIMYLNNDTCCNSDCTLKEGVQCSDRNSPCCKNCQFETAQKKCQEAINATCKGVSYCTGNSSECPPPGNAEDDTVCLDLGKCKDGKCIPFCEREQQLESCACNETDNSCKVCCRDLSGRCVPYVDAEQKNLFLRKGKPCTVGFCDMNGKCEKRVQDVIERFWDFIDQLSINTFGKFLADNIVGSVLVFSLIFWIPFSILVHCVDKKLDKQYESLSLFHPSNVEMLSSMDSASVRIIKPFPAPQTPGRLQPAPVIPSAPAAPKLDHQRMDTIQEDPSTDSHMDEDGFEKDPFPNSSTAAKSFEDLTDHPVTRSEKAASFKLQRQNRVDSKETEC
DDE Tn7 FP inh = disrupts Tn7 cyclic peptide binding to fibrin D-Dimer-E complex; inhibition, % at 8.3 µM; P02675; actives 0.13% (n = 370,000); FP displacement of FITC-Tn7 peptide from fibrin DD(E); 0% = median of compound wells per plate;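 active = inhibition above the mean of compounds falling within the control limits plus 3 SD of them, cut at about 14% in these data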;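 note: 0% = plate median of compound wells and 100% = 10 µM Aha-Tn7 peptide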
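Assay system: Fibrin-DD(E) protein isolated from polymerized human fibrin clots; read-out basis: percent inhibition; medium: Tris/NaCl/CaCl2 buffer, pH 7.8; signal: FP measurement; incubation: 10 min plus 3 h, room temperature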
MBD2 DNA inh = inhibitors of human MBD2 binding to methylated oligonucleotide; AID 686964; TR-FRET; actives 0.31% (n = 370,000); inhibition, % at 4.4 µM; in the data active = inhibition above about 13%
Target sequence (Q9UBB5 whole entry, looked up): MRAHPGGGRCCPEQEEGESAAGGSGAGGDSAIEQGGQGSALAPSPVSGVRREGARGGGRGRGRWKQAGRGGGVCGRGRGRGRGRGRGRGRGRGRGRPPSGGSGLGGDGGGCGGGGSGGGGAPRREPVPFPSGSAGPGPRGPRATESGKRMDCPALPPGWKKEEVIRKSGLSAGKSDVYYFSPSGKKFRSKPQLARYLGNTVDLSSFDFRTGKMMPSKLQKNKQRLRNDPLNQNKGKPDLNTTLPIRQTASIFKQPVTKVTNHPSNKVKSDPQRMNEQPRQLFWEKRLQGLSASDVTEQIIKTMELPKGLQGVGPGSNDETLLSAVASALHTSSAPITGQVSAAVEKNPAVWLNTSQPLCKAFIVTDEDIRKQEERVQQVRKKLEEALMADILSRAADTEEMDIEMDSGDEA
ARFGAP1 inh = rat ARFGAP1 inhibition; inhibition, % at 16.5 µM; Arfgap1-stimulated ARF1 GTP hydrolysis, GDP FP detection; actives 0.26% (n = 360,000); Q62848;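 active = inhibition above a per-plate limit, mean inhibition of low control wells plus 3 SD, cut at about 25% in these data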;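 note: 0% = DMSO wells with enzyme and 100% = wells lacking Arfgap1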
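Assay system: Rat Arfgap1 GAP domain (His6, aa 1-136), purified enzyme | Buffer or medium: HEPES 25 mM pH 7.5, NaCl 150 mM, MgCl2, DTT | Schedule: GTP hydrolysis reaction 2 h at 25 °C | Signal: FP of antibody-bound GDP Alexa 633 tracer, ex 620/em 688 nm | Measure: Percent inhibition of Arfgap1-stimulated GTP hydrolysis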
DDE Tn6 FP inh = disrupts Tn6 cyclic peptide binding to fibrin D-Dimer-E complex; P02675; Fibrin DD(E) TRITC-Tn6 fluorescence polarization displacement; inhibition, % at 8.3 µM; actives 0.21% (n = 370,000);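 active = inhibition above a per-campaign cutoff: mean of compounds within control limits plus 3 SD, cut at about 15% in these data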;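 note: 0% = median of all compound wells on the plate and 100% = blocking peptide control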
PLC-beta3 inh = PLC-beta3 (human) inhibition, primary screen; actives 0.18% (n = 370,000); inhibition, % at 12.2 µM; Purified PLC-beta3, fluorogenic substrate, fluorescence; in the data active = inhibition above about 11%;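 note: 0% = median of compound wells on plate and 100% = full blocker control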
PLCg1 inh = blocks human PLC-gamma1 enzyme activity | P19174 | purified PLC-gamma1, fluorogenic substrate, fluorescence | inhibition, % at 12.2 µM | actives 0.84% (n = 370,000) | AID 720700; in the data active = inhibition above about 9.5%
ASAP1 inh = ASAP1 ArfGAP inhibition; AID 624377; inhibition, % at 16.5 µM; actives 0.19% (n = 360,000); ASAP1-stimulated ARF1 GTP hydrolysis, GDP FP detection; Q9ULH1; in the data active = inhibition above about 25%;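 note: 0% = vehicle with enzyme and substrate and 100% = no enzyme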
proKLK7 act = proKLK7 (human) activation, primary screen | P49862 | purified proKLK7, EDANS-DABCYL substrate fluorescence; 100% is mature enzyme control, 0% vehicle | activation, % at 7 µM | actives 0.9% (n = 370,000) | AID 652039;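 active = activation above the mean of all tested compounds plus 3 SD, computed per campaign excluding outliers beyond control limits, cut at about 13% in these data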
* = called active by the depositor; & = joins results of further samples.

Start of the listing, in advance (2 entries):
Screening CCC(C)c1ccc(O)c(NC(=O)c2ncn[nH]2)c1 (configuration not stated) returned UHRF1 binding -1, ADAM17 inh 1, DDE Tn7 FP inh 9, MBD2 DNA inh 1, ARFGAP1 inh 10, DDE Tn6 FP inh 3, PLC-beta3 inh 1, PLCg1 inh -2, ASAP1 inh -1 and proKLK7 act 0.2.
Screening Cc1cccc(NC(=S)N(CCN(C)C)Cc2cc3cc(C)cc(C)c3[nH]c2=O)c1 returned UHRF1 binding 2, ADAM17 inh -6, DDE Tn7 FP inh 5, MBD2 DNA inh 2, ARFGAP1 inh 13, DDE Tn6 FP inh 6, PLC-beta3 inh -3, PLCg1 inh -3, ASAP1 inh -1 and proKLK7 act -0.7.

Results, from the first entry:
Screening CCC(C)c1ccc(O)c(NC(=O)c2ncn[nH]2)c1 (configuration not stated) returned UHRF1 binding -1, ADAM17 inh 1, DDE Tn7 FP inh 9, MBD2 DNA inh 1, ARFGAP1 inh 10, DDE Tn6 FP inh 3, PLC-beta3 inh 1, PLCg1 inh -2, ASAP1 inh -1 and proKLK7 act 0.2.
Screening Cc1cccc(NC(=S)N(CCN(C)C)Cc2cc3cc(C)cc(C)c3[nH]c2=O)c1 returned UHRF1 binding 2, ADAM17 inh -6, DDE Tn7 FP inh 5, MBD2 DNA inh 2, ARFGAP1 inh 13, DDE Tn6 FP inh 6, PLC-beta3 inh -3, PLCg1 inh -3, ASAP1 inh -1 and proKLK7 act -0.7.
`Cc1ccccc1C(CC(=O)c1cccs1)C(C#N)C#N` (configuration not stated) gave UHRF1 binding 3, ADAM17 inh -9, DDE Tn7 FP inh 8, MBD2 DNA inh 7, ARFGAP1 inh 11, DDE Tn6 FP inh -7, PLC-beta3 inh -1, PLCg1 inh -1, ASAP1 inh 0 and proKLK7 act 0.0.
For CS(=O)(=O)Nc1ccc(C2=NN(C(=O)c3ccccc3)C(c3cccs3)C2)cc1 (configuration not stated) the results were UHRF1 binding 1, ADAM17 inh -3, DDE Tn7 FP inh 10, MBD2 DNA inh 5, ARFGAP1 inh 6, DDE Tn6 FP inh -11, PLC-beta3 inh -18, PLCg1 inh -11, ASAP1 inh 11 and proKLK7 act -0.9.
For CCOC(=O)Cc1c(C)nc2c(-c3ccc(Cl)cc3)c(C)nn2c1C the results were UHRF1 binding -2, ADAM17 inh -3, DDE Tn7 FP inh -1, MBD2 DNA inh 2, ARFGAP1 inh 17, DDE Tn6 FP inh -9, PLC-beta3 inh -7, PLCg1 inh -4, ASAP1 inh -4 and proKLK7 act 0.3.
For COc1cc(CN2CCCC(C(=O)Nc3ccccc3Oc3cccnc3)C2)ccc1F (configuration not stated) the results were UHRF1 binding 4, ADAM17 inh -2, DDE Tn7 FP inh -6, MBD2 DNA inh -2, ARFGAP1 inh 14, DDE Tn6 FP inh -1, PLC-beta3 inh -5, PLCg1 inh 4, ASAP1 inh 9 and proKLK7 act 0.7.
`Cc1ccc(-c2noc(CN(C)C(=O)c3ccc(Br)o3)n2)cc1` gave UHRF1 binding 0, ADAM17 inh -1, DDE Tn7 FP inh 5, MBD2 DNA inh 3, ARFGAP1 inh -2, DDE Tn6 FP inh 3, PLC-beta3 inh -5, PLCg1 inh 1, ASAP1 inh -1 and proKLK7 act 0.0.
COc1ccccc1N1CCN(C(=O)C(=O)c2cn(CC(=O)N3CCOCC3)c3ccccc23)CC1 was read as UHRF1 binding 3, ADAM17 inh 1, DDE Tn7 FP inh 5, MBD2 DNA inh 2, ARFGAP1 inh 3, DDE Tn6 FP inh -12, PLC-beta3 inh -2, PLCg1 inh 0, ASAP1 inh 10 and proKLK7 act 0.2.
Screening COc1ccc(-c2ccc(-c3nnn(CC(=O)N4CCOCC4)n3)cc2)cc1 returned UHRF1 binding 0, ADAM17 inh 0, DDE Tn7 FP inh -6, MBD2 DNA inh -1, ARFGAP1 inh 22, DDE Tn6 FP inh -7, PLC-beta3 inh 3, PLCg1 inh 3, ASAP1 inh 4 and proKLK7 act 0.2.
For Cn1c(=O)c2cc(NC(=O)Nc3ccccc3)ccc2n1Cc1ccccc1 the results were UHRF1 binding -5, ADAM17 inh inactive, DDE Tn7 FP inh 6, MBD2 DNA inh 0, ARFGAP1 inh -9, DDE Tn6 FP inh 3, PLC-beta3 inh -484, PLCg1 inh -368, ASAP1 inh -2 and proKLK7 act -1.0.
For COC(=O)c1cc(Nc2cc(C)c3c(O)cccc3n2)cc(C(=O)OC)c1 the results were UHRF1 binding -2, ADAM17 inh -3, DDE Tn7 FP inh -5, MBD2 DNA inh 2, ARFGAP1 inh 12, DDE Tn6 FP inh -3, PLC-beta3 inh -13, PLCg1 inh -3, ASAP1 inh 1 and proKLK7 act -0.7.
For O=S(=O)(Cc1ccccc1)c1cnc2ccccc2n1 the results were UHRF1 binding -1, ADAM17 inh 3, DDE Tn7 FP inh -7, MBD2 DNA inh -5, ARFGAP1 inh 2, DDE Tn6 FP inh -1, PLC-beta3 inh -2, PLCg1 inh 4, ASAP1 inh -4 and proKLK7 act 0.1.
Screening Cc1ccc(Nc2nc(C(=O)NCC3CCCO3)cs2)cc1 (configuration not stated) returned UHRF1 binding 1, ADAM17 inh 2, DDE Tn7 FP inh 4, MBD2 DNA inh -7, ARFGAP1 inh -6, DDE Tn6 FP inh -1, PLC-beta3 inh -2, PLCg1 inh 5, ASAP1 inh 0 and proKLK7 act 0.1.
`Cc1c(NC(=O)CSc2nnnn2-c2ccc(O)cc2)c(=O)n(-c2ccccc2)n1C` gave UHRF1 binding 0, ADAM17 inh -6, DDE Tn7 FP inh 3, MBD2 DNA inh -5, ARFGAP1 inh -2, DDE Tn6 FP inh 0, PLC-beta3 inh -1, PLCg1 inh 2, ASAP1 inh -2 and proKLK7 act 0.0.
`CCN(CC)S(=O)(=O)c1cc(NC(=O)CCn2[nH]c(=O)ccc2=O)ccc1C` gave UHRF1 binding -2, ADAM17 inh -1, DDE Tn7 FP inh -3, MBD2 DNA inh 0, ARFGAP1 inh 8, DDE Tn6 FP inh -4, PLC-beta3 inh -3, PLCg1 inh 1, ASAP1 inh -4 and proKLK7 act 0.3.
`COCCNC(=O)C1CCCN(Cc2ccc(-c3ccccc3)cc2)CC1` (configuration not stated) gave UHRF1 binding -1, ADAM17 inh -2, DDE Tn7 FP inh -4, MBD2 DNA inh 0, ARFGAP1 inh 5, DDE Tn6 FP inh 0, PLC-beta3 inh 1, PLCg1 inh -1, ASAP1 inh -8 and proKLK7 act -0.3.
For COC(=O)c1ccncc1C(=O)Nc1ccc(Oc2ncc(C(F)(F)F)cc2Cl)cc1 the results were UHRF1 binding 1, ADAM17 inh -2, DDE Tn7 FP inh -1, MBD2 DNA inh 3, ARFGAP1 inh -3, DDE Tn6 FP inh 8, PLC-beta3 inh -7, PLCg1 inh -5, ASAP1 inh -11 and proKLK7 act -0.7.
For O=S(=O)(Cc1ccc(Cl)cc1)c1ccccc1-c1nnc(-c2ccc(Cl)cc2)o1 the results were UHRF1 binding 1, ADAM17 inh 1, DDE Tn7 FP inh -2, MBD2 DNA inh 2, ARFGAP1 inh 4, DDE Tn6 FP inh -5, PLC-beta3 inh 3, PLCg1 inh 3, ASAP1 inh -16 and proKLK7 act -0.3.
COc1ccc(NS(=O)(=O)c2c(C)n(C)c(=O)n(C)c2=O)cc1OC was read as UHRF1 binding 2, ADAM17 inh -1, DDE Tn7 FP inh 2, MBD2 DNA inh 2, ARFGAP1 inh 1, DDE Tn6 FP inh -15, PLC-beta3 inh 5, PLCg1 inh 1, ASAP1 inh -1 and proKLK7 act -0.1.
For Cc1ccc(CNC(=O)CCn2cc(-c3ccc(F)cc3)nc2-c2ccncc2)cc1 the results were UHRF1 binding -2, ADAM17 inh -5, DDE Tn7 FP inh 5, MBD2 DNA inh 2, ARFGAP1 inh 9, DDE Tn6 FP inh 7, PLC-beta3 inh -30, PLCg1 inh -19, ASAP1 inh 11 and proKLK7 act 0.2.
For C=CCn1c(-c2csc3ccccc23)n[nH]c1=S the results were UHRF1 binding -1, ADAM17 inh -3, DDE Tn7 FP inh -1, MBD2 DNA inh 0, ARFGAP1 inh 0, DDE Tn6 FP inh 1, PLC-beta3 inh 1, PLCg1 inh 0, ASAP1 inh 1 and proKLK7 act -0.4.
For CCOC(=O)C1=C(c2ccccc2)N=c2s/c(=C\c3cccc(O)c3)c(=O)n2C1c1cccs1 (configuration not stated) the results were UHRF1 binding 3, ADAM17 inh 5, DDE Tn7 FP inh -1, MBD2 DNA inh 1, ARFGAP1 inh 9, DDE Tn6 FP inh -4, PLC-beta3 inh -98, PLCg1 inh -60, ASAP1 inh -1 and proKLK7 act -6.0.
For NCCc1cnc[nH]1 the results were UHRF1 binding -1&2, ADAM17 inh -8&-6, DDE Tn7 FP inh 4&0, MBD2 DNA inh -1&3, ARFGAP1 inh -2&-2, DDE Tn6 FP inh 2&-1, PLC-beta3 inh -6&3, PLCg1 inh -6&-2, ASAP1 inh -7&-2 and proKLK7 act -0.8&-0.2.
For CC(=O)Nc1ccc(S(=O)(=O)N2CCN(CC3CC4C=CC3C4)CC2)cc1 (configuration not stated) the results were UHRF1 binding 0, ADAM17 inh -3, DDE Tn7 FP inh 3, MBD2 DNA inh 0, ARFGAP1 inh 23, DDE Tn6 FP inh 3, PLC-beta3 inh 2, PLCg1 inh 0, ASAP1 inh 10 and proKLK7 act 0.5.
`CCCCCCCCN1C(=O)[C@H](CC(=O)NCc2ccccc2)C[C@@]2(C(=O)OCC)CCCC=C12` gave UHRF1 binding 1, ADAM17 inh 2, DDE Tn7 FP inh -3, MBD2 DNA inh -1, ARFGAP1 inh 18, DDE Tn6 FP inh -3, PLC-beta3 inh 2, PLCg1 inh 1, ASAP1 inh -5 and proKLK7 act 0.8.
For COc1ccc(OC)c(NC(=O)CSc2nnc(NC(=O)c3ccco3)s2)c1 the results were UHRF1 binding 3, ADAM17 inh 3, DDE Tn7 FP inh -10, MBD2 DNA inh 2, ARFGAP1 inh 13, DDE Tn6 FP inh 0, PLC-beta3 inh -8, PLCg1 inh 0, ASAP1 inh 2 and proKLK7 act 0.3.
CC(C)(C)c1nnc(NC(=O)C2c3ccccc3Oc3ccccc32)s1 was read as UHRF1 binding 1, ADAM17 inh -1, DDE Tn7 FP inh 6, MBD2 DNA inh 3, ARFGAP1 inh -6, DDE Tn6 FP inh -7, PLC-beta3 inh -3, PLCg1 inh 2, ASAP1 inh 9 and proKLK7 act -0.2.
For C#C[C@]1(O)CC[C@H]2[C@@H]3CCC4=C(CCC(=O)C4)[C@H]3CC[C@@]21C the results were UHRF1 binding 1, ADAM17 inh -6, DDE Tn7 FP inh 2, MBD2 DNA inh 2, ARFGAP1 inh -1, DDE Tn6 FP inh 0, PLC-beta3 inh -6, PLCg1 inh -7, ASAP1 inh 10 and proKLK7 act -0.2.
For CC(=O)Nc1sc2c(c1C(c1ccc(F)cc1)N1CCOCC1)CCCC2 (configuration not stated) the results were UHRF1 binding 1, ADAM17 inh 1, DDE Tn7 FP inh -2, MBD2 DNA inh -1, ARFGAP1 inh 16, DDE Tn6 FP inh 6, PLC-beta3 inh 3, PLCg1 inh 4, ASAP1 inh 18 and proKLK7 act -0.4.
Screening O=C1NC2(CCCCC2)C(=O)N1/N=C/c1ccc(O)cc1O returned UHRF1 binding 0, ADAM17 inh -2, DDE Tn7 FP inh -5, MBD2 DNA inh 7, ARFGAP1 inh 3, DDE Tn6 FP inh -1, PLC-beta3 inh -12, PLCg1 inh -4, ASAP1 inh 6 and proKLK7 act -2.7.
